JMJD2A Tudor inh = qHTS Assay for Inhibitors of JMJD2A-Tudor Domain; AlphaScreen JMJD2A-Tudor / H3K4me3 peptide binding; Lysine-specific demethylase 4A (Homo sapiens), O75164; 4.4% of 390,000 active; AID 504339, 2011; Potency, µM (titrated, usually from 114 µM), inactives show at the top dose activity change, negative = inhibition, actives largely listed as inhibitors; note: potency is the fitted concentration of half-maximal effect; % is set by controls: 0 for no effect and ±100 for the full control effect; nearly all actives have a fitted effect of over 50% in size
ALOX12 inh = Primary qHTS assay for inhibitors of human arachidonate 12S-lipoxygenase (ALOX12): Round 2 | 1.1% of 580,000 active | purified 12hLO, xylenol orange hydroperoxide absorbance | AID 1671190, 2021 | Potency, µM (titrated, usually from 108 µM), inactives show at the highest dose activity change, negative = inhibition, most hits filed as inhibitors; note: potency is the fitted concentration of half-maximal effect; % is set by controls: 0 for no effect and ±100 for the full control effect
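Purified human 12hLO (150 nM final) in 25 mM Hepes, 0.01% Triton X-100, pH 7.0 was preincubated 15 min at room temperature with compound. Then 40 uM arachidonic acid was added, 30 min. Hydroperoxide was read by Fe-XO absorbance ratio 573/405 nm.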
RGS4 inhibitor = Inhibitors of Regulator of G Protein Signaling (RGS) 4: qHTS | Regulator of G-protein signaling 4 (Homo sapiens), P49798 | Transcreener GDP fluorescence polarization, RGS4-accelerated GTP hydrolysis | Potency, µM (highest dose often 114 µM), inactives show at the top dose activity change, negative = inhibition, usual class: inhibitors | 0.039% of 390,000 active | AID 504845, 2011; note: potency is the fitted concentration of half-maximal effect; % is set by controls: 0 for no effect and ±100 for the full control effect; nearly all actives have a fitted effect of over 75% in size; some results filed as inactive show a strong effect at the top dose
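MLSMR compounds (23 nl, pin-transferred) preincubated 10 min at room temperature with a 500nM (2x) first reagent, then RGS4 at 900nM (2x) plus Transcreener GDP mix added; fluorescence polarization (620/688 nm) read before and after 90 min at 30 °C.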
ERG-DNA inh = qHTS for Small Molecule Inhibitors of the ERG Ets/DNA interaction; Transcriptional regulator ERG (Homo sapiens), P11308; fluorescence polarization, His-ERG Ets domain / labelled DNA; Potency, µM (top dose mostly 76.9 µM), for inactives: at the top dose FP activity, negative = inhibition, actives largely listed as inhibitors; 0.028% of 370,000 active; active = well fitted inhibition curve with a large enough effect in the polarisation, with a control signal flat; inconclusive = small, poorly fitted or top-dose-only effect, or effect the other way, or a change in a side signal; inactive = no such curve, though single readings can be large or run the other way; the % refers to the polarisation;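 note: polarization taken with two DNA probes labelled with fluorescein and Texas red; potency is the fitted concentration of half-maximal effect; % of control where 0% means no effect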
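His-tagged ERG Ets domain (1 uM in the protein solution; 300mM KCl, 50mM Tris-HCl, 1mM EDTA, 1mM DTT, pH 7.5) received compound, then a probe mix of 5 nM fluorescein-DNA and 100nM Texas-615-DNA. Fluorescence polarization was read for both dyes.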
GLS inh = qHTS for Inhibitors of Glutaminase (GLS) | Glutaminase kidney isoform, mitochondrial (Homo sapiens), O94925 | GLS enzymatic activity, qHTS titration | Potency, µM (series often up to 45.5 µM), for the others: top-dose activity change, negative = inhibition, usual class: inhibitors | 0.21% of 410,000 active | AID 624170, 2012; note: potency is the fitted concentration of half-maximal effect; % is set by controls: 0 for no effect and ±100 for the full control effect
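Enzyme dispensed in phosphate buffer (45 mM, pH 8.2, 0.02% Tween-20), compounds pinned in, then 1 mM L-glutamine solution and the glutamate oxidase–HRP–Amplex Red mix added; fluorescence read immediately and again after 30 min at room temperature.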
PI4K2A inh = qHTS for small molecular inhibitors of PI4K2A | Phosphatidylinositol 4-kinase type 2-alpha (Homo sapiens), Q9BTU6 | purified PI4K2A, ADP-Glo luminescence, 1 h; active compounds read low | activity change, negative = inhibition, % at 76.9 µM | 0.13% of 420,000 active; in the data active = activity change below about -50%; inconclusive = mostly about -30% to -49%;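 note: -100% = wells without enzyme as full effect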
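Compounds are screened against recombinant PI4K2A using PI as substrate and ATP, the latter dispensed at 300 microM. Reactions run one hour at ambient temperature before ADP-Glo detection; full inhibition defined by wells lacking enzyme.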
G9a inh = qHTS Assay for Inhibitors of Histone Lysine Methyltransferase G9a; Potency, µM (highest dose often 102 µM), without a hit: at the highest dose activity, negative = inhibition, usual class: inhibitors; G9a H3K9 monomethylation, AlphaScreen, 2 h; 8.8% of 350,000 active; Histone-lysine N-methyltransferase EHMT2 (Homo sapiens), Q96KQ7; AID 504332, 2011; note: potency is the fitted concentration of half-maximal effect; % is set by controls: 0 for no effect and ±100 for the full control effect; nearly all actives have a fitted effect of over 75% in size
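Quantitative HTS format: methyltransferase activity on a biotin-tagged H3K9 peptide is measured by AlphaScreen, using a rabbit anti-monomethyl-H3K9 antibody with streptavidin donor and anti-IgG acceptor beads. Final levels are 20 nM enzyme, 500 nM peptide, 20 uM SAM; 2 h RT.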
HP1b binding inh = HTS for Inhibitors of HP1-beta Chromodomain Interactions with Methylated Histone Tails. Potency, µM (doses to about 114 µM), without a hit: top-dose activity change, negative = inhibition, actives largely listed as inhibitors. 0.56% of 390,000 active. AID 540317, 2011. AlphaScreen HP1-beta / biotin-H3K9me3 peptide binding; note: potency is the fitted concentration of half-maximal effect; nearly all actives have a fitted effect of over 70% in size; inactives centre near 23
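HP1-beta protein (50 nM final) preincubated 30 min at room temperature with biotinylated H3(1-18)K9me3 peptide (50 nM) in PBS pH 7.4, 0.01% Tween-20, then compound added for 30 min. AlphaScreen streptavidin donor/nickel chelate acceptor beads (10 ug/mL final), 30 min dark, luminescence read.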
BAZ2B block = qHTS Assay for Inhibitors of BAZ2B; AID 504333, 2011; Bromodomain adjacent to zinc finger domain protein 2B (Homo sapiens), Q9UIF8; 4.4% of 360,000 active; Potency, µM (doses to about 114 µM), for inactives: top-dose activity change, negative = inhibition, hits mostly inhibitors; AlphaScreen BAZ2B-H3K14Ac peptide displacement; note: potency is the fitted concentration of half-maximal effect; % is set by controls: 0 for no effect and ±100 for the full control effect; nearly all actives have a fitted effect of over 60% in size
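Multi-concentration screen (max 110 uM) measuring displacement of acetylated histone H3 peptide from BAZ2B by AlphaScreen, using 50 nM protein, 50 nM peptide and 10 ug/mL streptavidin donor plus Ni-chelate acceptor beads.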
An asterisk follows results filed as active; u = inconclusive; x = not tested or not shown; [ ] = another dose, or the depositor's remark. Unless noted, calls come from the whole dose curve; as a rule, active = well fitted curve in the direction sought with a large enough effect; inconclusive = small, poorly fitted or top-dose-only effect, or another doubt; inactive = no such curve, though single readings can be large; an effect the other way counts as inactive or inconclusive.

JMJD2A Tudor inh	ALOX12 inh	RGS4 inhibitor	ERG-DNA inh	GLS inh	PI4K2A inh	G9a inh	HP1b binding inh	BAZ2B block	smiles
-17%	-18%	-9%	1%	1%	-2	-31%	18%	5%	COc1cc(OC)cc(C(=O)OCC(=O)Nc2ccc3[nH]c(=O)[nH]c3c2)c1
-6%	x	-19%	1%	-5%	-2	x	23%	x	NC(=O)NC[C@@H]1CC[C@@H](Cc2ccc(-c3ccccc3)cc2)O1
-9%	7%	-5%	-5%	-1%	2	7%[2.33 µM]	30%	-1%	O=C(Nc1ccccc1)C1CCCN(C(=O)c2ccc(F)cc2)C1 (configuration not stated)
-14%	-17%	3%	-3%	2%	-3	6%[59 µM]	35%	-1%	CC(=O)Nc1ccc2nc(SCCOc3ccccc3Cl)sc2c1
-10%	-4%	-4%	4%	-2%	0	12%	38%[activator]	-2%	CC(C)CCN(C)C1CCN(C(=O)Nc2c(F)cccc2F)CC1
-16%	-3%	-27%	7%	1%	4	-6%[59 µM]	14%	-6%	CCC(=O)N1CCc2cc(Br)cc(S(=O)(=O)N3CCCCCC3)c21
-20%	14%	9%	x	9%	3	x	1%	x	COc1ccc(S(=O)(=O)N2CCCCCC2)cc1NC(C)C(=O)Nc1ccc(NC(C)=O)cc1 (configuration not stated)
-8%	0%	10%	-1%	8%	-5	x	23%	-1%	CCOC(=O)N1CCN(c2cc(=O)n(C)c(=O)n2C)CC1
-6%	-24%	-11%	-6%	-2%	-1	16%	29%	-2%	CC1(C)CC2CC(C)(CN2C(=O)NC(=O)c2ccccc2)C1 (configuration not stated)
-11%	0%	-6%	-26%	5%	-4	-25%[12.7 µM]	14%	-23%	Oc1ccc(CCNc2ncnc3ccc(Cl)cc23)cc1

2 of the compounds above, bar-delimited.
Molecule | JMJD2A Tudor inh | ALOX12 inh | RGS4 inhibitor | ERG-DNA inh | GLS inh | PI4K2A inh | G9a inh | HP1b binding inh | BAZ2B block
COc1ccc(S(=O)(=O)N2CCCCCC2)cc1NC(C)C(=O)Nc1ccc(NC(C)=O)cc1 (configuration not stated) | -20% | 14% | 9% | x | 9% | 3 | x | 1% | x
O=C(Nc1ccccc1)C1CCCN(C(=O)c2ccc(F)cc2)C1 (configuration not stated) | -9% | 7% | -5% | -5% | -1% | 2 | 7%[2.33 µM] | 30% | -1%

(list continues)
JMJD2A Tudor inh	ALOX12 inh	RGS4 inhibitor	ERG-DNA inh	GLS inh	PI4K2A inh	G9a inh	HP1b binding inh	BAZ2B block	smiles
2%	-22%	-32%	10%	-3%	1	4%[59 µM]	44%[activator]	4%	O=C(NC1CCCc2ccccc21)c1cccc(Br)c1 (configuration not stated)
-8%	-4%	-32%	-6%	0%	6	-7%[59 µM]	35%	5%[57.1 µM]	Cc1ccc(NC(=O)Cn2cc(S(=O)(=O)N3CCCC3)c(S(=O)(=O)N3CCCC3)c2)c(C)c1
-23%	u	-31%	6%	1%	3	35µM*	28%	-25%	COC(=O)c1ccc2c(=O)n(Cc3ccc(C(=O)NCCCN4CCC(C)CC4)cc3)c(=S)[nH]c2c1
-3%	u	6%	-5%	8%	2	u	30%	-22%	Cc1ccc(C2=NO[C@@](CC(=O)O)(C(=O)Nc3ccc4c(c3)OCCO4)C2)cc1
-8%	-4%	-9%	-1%	11%	-2	-6%[59 µM]	24%	-2%	CCOc1ccccc1C(=O)Nc1ccc(S(=O)(=O)Nc2onc(C)c2C)cc1
10%	-14%	-8%	-3%	-9%	-5	66%[activator][59 µM]	79%[activator]	11%	Cc1ccccc1OCCSc1nc2ccc(NC(=O)c3cccc(F)c3)cc2s1
-20%	-13%	-4%	13%	1%	-15	-40%[2.33 µM]	1%	4%	COc1ccc(-n2ccnc(SCC(=O)NC3CCCC3)c2=O)cc1OC
-30%	-16%	-43%	0%	-6%	-9	u	14%	-22%	CCOc1ccccc1NC(=O)c1c(NCc2ccc(OC)c(OC)c2OC)sc2c1CCC(C)C2 (configuration not stated)
-17%	-5%	15%	3%	8%	4	26%[59 µM]	26%	-7%	COc1ccc(OCCCC(=O)Nc2cccc(SC)c2)cc1
10%	385%[activator]	6%	4%	6%	7	22%[59 µM]	97%[activator]	17%	O=C(OCCN1CCN(c2ncc(C(F)(F)F)cc2Cl)CC1)c1ccc(F)cc1
u	-14%	-3%	2%	3%	-5	0%[2.33 µM]	8%	u	COc1ccc(OC)c(COC(=O)c2cc([N+](=O)[O-])ccc2N2CCOCC2)c1
4%	-8%	-3%	-1%	4%	1	-2%[59 µM]	26%	-2%	COc1cc(N(C(=O)Cc2cccs2)C(C(=O)NC2CCCCC2)c2ccc(C)cc2)ccc1-n1cnnn1 (configuration not stated)
0%	-8%	21%	5%	3%	-2	22%	22%	1%	CC(=O)N1CCc2c(sc(NC(=O)Cc3ccc(F)cc3)c2C#N)C1
-35%	-2%	-19%[11.4 µM]	-4%	33%[activator]	-4	u	-5%	-9%	COc1ccccc1NC(=O)c1ccc(NC(=O)CSc2n[nH]c(N)n2)cc1
-7%	-2%	8%	-3%	-8%	4	19%	50%[activator]	u	Cc1cccc(NC(=O)NCCN2CCCCC2)c1
-2%	22%	7%	x	1%	-3	66%[activator][59 µM]	23%	4%	c1ccc(Nc2ncnc3sc4c(c23)CCC4)cc1
-10%	-20%	12%	8%	8%	-24	71µM*	7%	3%	Cc1ccn(-c2ccc(NC(=O)c3cccs3)cc2)n1
-18%	-4%	-28%	2%	2%	0	4%[59 µM]	8%	-34%	Cc1ccc(/C=N/NC(=O)c2cccc([N+](=O)[O-])c2)o1
-6%	u	1%	-6%	12%	3	0%[59 µM]	12%	2%	Cc1cccc2sc(N(Cc3cccnc3)C(=O)Cc3ccccc3)nc12
93%[activator]	0%	-13%	-2%	7%	-62*	127%[activator]	173%[activator]	75%[activator]	COC(=O)Cc1ccc2sc(-c3ccccc3)nc2c1
-17%	u	-20%	-5%	23%	-2	1.6µM*	-17%	-7%	O=c1cc(CO)oc(C(Nc2ccccn2)c2ccc(C(F)(F)F)cc2)c1O (configuration not stated)
1%	0%	12%	6%	-6%	-10	-29%[12.7 µM]	37%	7%	Cc1nn(-c2ccccc2)c(=S)n1-c1ccccc1
-7%	-7%	24%	0%	-11%	-20	-19%[59 µM]	10%	0%	COc1cccc2c1cc1c(=O)n(CC(=O)N3CCN(c4ccc(F)cc4)CC3)nc(C)n12
-22%	-26%	22%	-4%	8%	-4	-44%[59 µM]	5%	-13%	Cc1ccc(NC(=O)CSc2nc3c(c(=O)[nH]2)CCC3)cc1Cl
-32%	u	-44%	-7%	7%	1	45µM*	u	x	Cc1ccc(/C=C/C(=O)NCCc2c[nH]c3ccccc23)o1
-21%	-5%	-6%	-8%	2%	-3	x	39%[activator]	2%	CCC(C)(O)c1[nH]c2ccc(C(=O)OC)cc2c1C (configuration not stated)
-13%	-3%[57.4 µM]	6%	2%	4%	-4	u	8%	-7%	CS(=O)(=O)N(CC(=O)N1CCCC1)c1ccc(Cl)c(Cl)c1
-19%	-6%	-34%	17%	u	3	50µM*	25%	u	O=C(O)c1cccc(CN2C(=O)SC(Nc3cccc4ccccc34)C2=O)c1 (configuration not stated)
-6%	-17%	5%	-1%	-11%	-8	-37%[59 µM]	24%	0%	COc1ccc(S(=O)(=O)N(CC(=O)N2CCC(C)CC2)c2ccc(C)cc2)cc1
-22%	0%	-1%	10%	2%	2	x	29%	x	O=C(CN1CCN(S(=O)(=O)c2ccc(Cl)c(C(F)(F)F)c2)CC1)NC(=O)NC1CCCCC1
-6%	-18%	37%	-1%	33%[activator]	-1	-1%	2%	-5%	CCCCc1cc(=O)oc2c(CN(C)C)c(O)ccc12
79µM*	-6%	25%	7%	8%	-8	u	24%	18µM*	Cc1ccc(C)c(-n2c(SCC(N)=O)nnc2-c2ccccn2)c1
4%	-2%	19%	22%	11%	-3	-4%	37%	-25%	C/C(=N\O)c1ccc2c(c1)OCCO2
0%	17%	-13%	-6%	-2%	-10	14%	20%	3%	O=C(NCc1ccco1)C1CCC(N2C(=O)c3ccccc3C2=O)CC1 (configuration not stated)
-24%	-15%	-17%	-2%	-2%	-2	u	12%	u	COc1ccc(C2=NN(C(=O)CSc3ncccn3)C(c3ccc(C)cc3)C2)cc1 (configuration not stated)

This is a subset; the hit share may differ from the screen's.
